PNC assembly inh: perinucleolar compartment assembly inhibition. PC3M PTB-GFP, PNC prevalence imaging, 16 h; hits give low values. activity change (PNC), negative = inhibition, % at 10 µM. actives 3.1% (n = 140,000). AID 2417;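 active = readout at or below -70, meaning at least 70% loss of cells showing the perinucleolar compartment, a nuclear body marking cancer cells; inconclusive = readout between -30 and a set limit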;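 note: plate controls were DMSO wells for no effect and camptothecin positive control wells for full effect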
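Compounds are pinned in duplicate onto adhered PC3M cells stably expressing GFP-tagged PTB and incubated 16 h at 37 C. Cells are then fixed, nuclei stained with Hoechst, and PNC-positive cells counted.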
IMPase inh: cell-permeable inhibitors of inositol monophosphatase (IMPase) | CHO-M1 cells, IP1 accumulation, HTRF TR-FRET ratio | inhibition (IP1 accumulation), % at 46.1 µM | 120,000 tested, under 10 active | AID 901; active = well fitted curve in the direction sought with a large enough effect in the signal ratio, not every such curve was filed as active; inconclusive = small, poorly fitted or top-dose-only effect, or a change in a side signal; inactive = no such curve, though single readings can be large or run the other way; the % refers to the signal ratio;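 note: cells stimulated with carbachol in lithium chloride buffer; plate controls were DMSO basal wells for no effect and reference inhibitor wells for full effect; higher means more IMPase inhibition seen as more IP1 and lower FRET ratio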
Target sequence (P97697 whole entry, looked up): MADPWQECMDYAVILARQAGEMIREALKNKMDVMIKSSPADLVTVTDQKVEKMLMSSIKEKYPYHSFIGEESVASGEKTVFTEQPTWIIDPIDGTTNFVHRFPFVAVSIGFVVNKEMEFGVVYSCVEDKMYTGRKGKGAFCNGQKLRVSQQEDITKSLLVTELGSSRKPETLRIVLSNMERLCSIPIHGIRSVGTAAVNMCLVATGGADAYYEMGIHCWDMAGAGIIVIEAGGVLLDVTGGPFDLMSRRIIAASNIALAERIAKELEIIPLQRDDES
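Elevated IP1 in lysates lowers TR-FRET signal (665/620 ratio and 620 channel reported). Cells were CHO-M1, given carbachol (50 uM as added) plus 50mM LiCl, pH 7.4, 30 min, 37C; compounds titrated up to 46 uM; AC50 by Hill equation.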
ALOX12 inhib: inhibitors of human 12-lipoxygenase (ALOX12); P18054; purified 12-hLO, xylenol orange hydroperoxide absorbance; Potency, µM (series often up to 57.1 µM), without a hit: top-dose activity change, negative = inhibition, usual class: inhibitors; actives 0.12% (n = 150,000); note: potency is the fitted concentration of half-maximal effect; nearly all actives have a fitted effect of over 55% in size; many of its hits are not listed in these tables
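Lipoxygenase turnover measured by absorbance at 573 and 405 nm after Fe-XO development. Human 12hLO 150 nM, arachidonate 40 uM, pH 7.0 Hepes buffer with detergent; 15 min compound preincubation, 30 min reaction.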
ALOX15B inhib: 15-hLO-2 (ALOX15B) enzyme inhibition. actives 0.56% (n = 110,000). Potency, µM (top dose mostly 57.1 µM), inactives show at the highest dose activity change, negative = inhibition, hits mostly inhibitors. purified 15hLO-2, xylenol orange hydroperoxide absorbance; note: potency is the fitted concentration of half-maximal effect; nearly all actives have a fitted effect of over 60% in size; many of its hits are not listed in these tables
Target sequence (O15296 whole entry, looked up): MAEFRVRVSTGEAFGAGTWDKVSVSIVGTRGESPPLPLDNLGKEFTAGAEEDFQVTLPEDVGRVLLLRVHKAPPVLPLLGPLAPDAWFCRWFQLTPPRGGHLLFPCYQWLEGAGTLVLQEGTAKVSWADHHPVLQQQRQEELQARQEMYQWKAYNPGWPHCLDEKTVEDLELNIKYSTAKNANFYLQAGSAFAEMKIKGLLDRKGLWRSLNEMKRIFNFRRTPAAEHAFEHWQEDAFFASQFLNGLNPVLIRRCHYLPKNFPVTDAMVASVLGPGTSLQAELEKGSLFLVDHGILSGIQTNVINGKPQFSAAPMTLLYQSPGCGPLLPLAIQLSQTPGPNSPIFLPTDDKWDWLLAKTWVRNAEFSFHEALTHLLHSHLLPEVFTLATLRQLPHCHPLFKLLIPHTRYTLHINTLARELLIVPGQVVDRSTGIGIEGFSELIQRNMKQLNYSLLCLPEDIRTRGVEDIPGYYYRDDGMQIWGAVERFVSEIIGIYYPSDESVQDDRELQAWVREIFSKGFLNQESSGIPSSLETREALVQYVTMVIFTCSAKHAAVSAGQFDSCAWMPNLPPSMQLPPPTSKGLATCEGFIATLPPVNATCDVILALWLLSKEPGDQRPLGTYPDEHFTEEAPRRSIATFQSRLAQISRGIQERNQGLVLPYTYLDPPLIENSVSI
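Purified human 15hLO-2 (50 nM) preincubated 15 min with compound, then 45 uM arachidonic acid for 90 min at RT in 25 mM Hepes pH 7.5, 0.01% Triton X-100. Hydroperoxide detected by Fe-xylenol orange; 573/405 nm absorbance ratio.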
* marks the source's active call; other numbers are inactive results; ? = inconclusive; . = not tested or not shown; & = joins results of further samples; [ ] = remark or other dose. Unless noted, calls come from the whole dose curve; as a rule, active = well fitted curve in the direction sought with a large enough effect; inconclusive = small, poorly fitted or top-dose-only effect, or another doubt; inactive = no such curve, though single readings can be large; an effect the other way counts as inactive or inconclusive. Unless noted, % is set by controls: 0 for no effect and ±100 for the full control effect. A portion of the library (hit frequency here may not be typical).

Preview, three compounds:
SMILES	PNC assembly inh	IMPase inh	ALOX12 inhib	ALOX15B inhib
O=C(Nc1ccc(S(=O)(=O)Nc2ccc(Cl)cc2)cc1)C1CCCO1 (configuration not stated)	12	-1	-14%	7%[2.29 µM]
Cc1ccc(N=c2oc3cc(O)ccc3cc2C(N)=O)cc1	8	?	-23%	-23%
Cc1ccc(N2CC(C(=O)Oc3cccc(N4C(=O)CCC4=O)c3)CC2=O)cc1 (configuration not stated)	?	-10	2%	0%

Results, from the start:
SMILES	PNC assembly inh	IMPase inh	ALOX12 inhib	ALOX15B inhib
O=C(Nc1ccc(S(=O)(=O)Nc2ccc(Cl)cc2)cc1)C1CCCO1 (configuration not stated)	12	-1	-14%	7%[2.29 µM]
Cc1ccc(N=c2oc3cc(O)ccc3cc2C(N)=O)cc1	8	?	-23%	-23%
Cc1ccc(N2CC(C(=O)Oc3cccc(N4C(=O)CCC4=O)c3)CC2=O)cc1 (configuration not stated)	?	-10	2%	0%
COc1ccc(-c2nc(S(=O)(=O)c3ccc(C)cc3)c(N3CCCC3)o2)cc1	34	1	0%	-4%[2.29 µM]
CCn1c(SCC(=O)c2ccccc2)nnc1-c1cccs1	64	3	3%	-5%
Cn1c(SCc2ccccc2)nnc1-c1ccncc1	-19	-2	-6%	14%
CCOc1ccccc1NC(=O)Cc1coc2cc(C)ccc12	29	8	-11%	-11%
CCOC(=O)CC1ON(C)C(=O)N1c1ccc([N+](=O)[O-])cc1 (configuration not stated)	32	7	4%	-4%
Cn1ccnc1SCc1cc(=O)[nH]c2ccccc12	?	-6	1%	-2%
COc1ccccc1N1CCN(S(=O)(=O)c2ccc(Cl)s2)CC1	?	18	-7%	4%
CCOC(=O)c1sc(NC(NC(=O)c2ccco2)(C(=O)OC)C(F)(F)F)nc1C (configuration not stated)	?	-3	-4%	-4%
O=c1nc(/C=C/c2ccc(-c3ccc(F)cc3)o2)cc(C(F)(F)F)[nH]1	8	-1	-3%	-13%
O=C(CSc1ncc(-c2ccc(F)cc2)[nH]1)Nc1cccc(O)c1	-10	?	4%	0%
O=C(Cc1cccs1)Nc1nnc(CCc2ccccc2)s1	22	4	-9%	-16%
Cc1ccc(N2C(=O)c3cccc(Oc4ccc(Cl)cc4)c3C2=O)c(C)c1	?	.	-2%	.
N#Cc1c(-c2cccc(Br)c2)cc(-c2cccnc2)nc1N	36	.	1%	.
N#Cc1c(/N=C/c2ccco2)sc2c1CCC2	38	4	-6%	-6%
Cc1ccc(CN(CC(=O)NCCc2ccccc2)C(=O)CCCC(=O)Nc2cc(C)on2)cc1	23	-1	-8%	1%
CC(C)(C)c1ccc(SCC(N)=O)cc1	18	16	-6%	-3%
CC(C)CC(NC(=O)c1ccc(Cl)cc1)C(=O)O (configuration not stated)	?	-1	1%	0%
CCOC(=O)CSc1nnc(CNc2ccc(Cl)cc2)n1-c1ccccc1	19	9	-8%	-4%
CCOC(=O)c1cnn(-c2ccccc2)c1NC(=O)CSc1nnc(-c2cccs2)n1CC	21	-6	0%	3%
CCCCN1Cc2cc(C(=O)c3cc(F)ccc3O)cnc2NC1=O	-3	2	-8%	-3%
CCc1cc2ccc(C)cc2nc1SCC(=O)N1CCN(C(=O)c2ccco2)CC1	20	11	-13%	?
CCCCN1C2CCCC1CC(NC(=O)c1ccc(OC)c(OC)c1)C2 (configuration not stated)	-10	12	-5%	12%
CCNC(=S)NCCN1CCOCC1	-1	.	-2%	.
CCOC(=O)c1cc2c(ccn2C)n1CC(=O)N1CCC(C)CC1	-27	4	4%	-21%
COc1ccc(-c2coc3cc(O)cc(O)c3c2=O)cc1	100	1	?	-5%
COC(=O)C1=C(N)Oc2cc(C)n(Cc3ccccc3)c(=O)c2C1c1ccccc1 (configuration not stated)	?	-5	-6%	3%
C=CCn1c(=O)c2ccc(C(=O)NCc3ccccc3)cc2n(Cc2cccc(Cl)c2)c1=O	48	.	1%	.
O=C(COC(=O)c1ccccc1)Nc1cccc(S(=O)(=O)NC2=NCCCCC2)c1	-23	.	4%	.
CCNC(=O)NC(=O)CSc1ccc(NC(C)=O)cc1	29	-4	0%	-10%
CS(=O)(=O)N(CC(=O)N1CCc2ccccc2C1)Cc1ccccc1	?	4	-1%	-3%
COc1cccc(NC(=O)Cn2c(=O)n(CCCC(=O)NCc3ccco3)c(=O)c3ccccc32)c1	-19	1	-1%	-3%
CC(=O)OCC(=O)[C@@]1(O)CC[C@H]2[C@@H]3CCC4=CC(=O)CC[C@]4(C)[C@@H]3C(=O)C[C@@]21C	.	.	0%[0.00818 µM]	-4%[0.0915 µM]
CCC(=O)N1CCc2cc(S(=O)(=O)CCC(=O)Nc3ccc(C)c(F)c3)ccc21	35	1	3%	.
CS(=O)(=O)c1sc2nc(-c3ccccc3)cc(-c3ccccc3)c2c1N	19	-17	-3%	-14%
CC(=O)N1CCC2(CC1)C(C#N)=C(N)Oc1n[nH]c(CSc3ccc(C)cc3)c12	?	5	1%	2%
Cc1cc(C)c(S(=O)(=O)N(C2=NCCS2)S(=O)(=O)c2c(C)cc(C)cc2C)c(C)c1	16	10	3%	.
CC(C)(C)NC[C@H](O)c1ccc(O)c(CO)c1	.	-5	7%	6%
COc1ccc(N2CCN(c3nc4ccccc4nc3NS(=O)(=O)c3ccccc3)CC2)cc1	?	0	-4%	-12%
O=C1CC(c2cccs2)Sc2nc3ccccc3n21 (configuration not stated)	10	0	4%	-4%
O=C(c1cc(C(F)(F)F)cc(C(F)(F)F)c1)N1CCC[C@@]2(CCN(c3ccncc3)C2)C1	.	.	1%	16%
CCOC(=O)c1ccc(S(=O)(=O)N2CCNCC2)cc1	?	-4	5%	2%
CCc1cc(C(=O)NNC(=S)NCC2CCCO2)cs1 (configuration not stated)	-15	-1	3%	-5%
CCc1ccccc1NC(=O)c1cc2sccc2n1C	-20	9	-1%	11%
CCOC(=O)N1[C@@H]2C=C(C)[C@@H]2[C@@H]2[C@@H](C)C(=O)N21	9	.	-2%	.
CN(C)CCCOc1ccc(C(C)(C)c2ccccc2)cc1	6	0	-11%	9%
O=C1c2ccccc2C(=O)N1OCCOCCOCCON1C(=O)c2ccccc2C1=O	-2	-7	3%	-4%
CCOC(=O)c1cnc(-n2cc(C)cn2)nc1Nc1ccccc1OCC	20	-19	5%	71%[activator]
CCCCCCN1C=CC=C/C1=C/C=C(C#N)C#N	-22	.	-17%	.
CN1C(=O)/C(=C/c2cn(CC(=O)N3CCCCC3)c3ccccc23)c2ccccc21	24	11	-5%	-15%
N#C/C(C(=O)Oc1ccccc1)=C1\C=CC=CN1	18	4	-3%	-2%
Cc1onc(C(=O)N2CCN(Cc3ccccc3)CC2)c1[N+](=O)[O-]	20	.	-2%	.
Cc1c(Br)c(C(=O)NCc2cc3cc(Cl)ccc3[nH]2)nn1C	?	.	-5%	.
N[C@@H](CSC1(c2ccc(Cl)cc2)c2ccccc2-c2ccccc21)C(=O)O	.	.	4%[11.4 µM]	-4%[11.4 µM]
CCOc1ccc(-c2csc(/C(C#N)=C\c3ccc(O)c([N+](=O)[O-])c3)n2)cc1	?	.	-1%	.
CC1CCc2nc(N)c(C#N)c(-c3cccn3C)c2C1 (configuration not stated)	46	-5	-5%	-7%
CCOC(=O)C(Cc1ccccc1)C(=O)Nc1ccc(N(CC)CC)cc1 (configuration not stated)	0	5	-1%	.
COc1ccc(/C=N\NC(=O)c2sc(N)nc2C)cc1OC	-25	6	7%	.
Carrying on:
SMILES	PNC assembly inh	IMPase inh	ALOX12 inhib	ALOX15B inhib
CCCOC(=O)Nc1sc2c(c1C(=O)OCC)CCC2	37	-3	-1%	7%
CC(C)(C)c1cc(C(c2cccnc2)N2CCN(CCO)CC2)cc(C(C)(C)C)c1O (configuration not stated)	3	15	-2%	19%
CC1=CC(c2ccc(Cl)cc2)n2nc(NS(=O)(=O)c3ccc(C)cc3)nc2N1 (configuration not stated)	33	-9	-4%	2%
O=C1C2ON(c3ccccc3)C(c3cccnc3)C2C(=O)N1c1ccccc1 (configuration not stated)	13	-2	-1%	1%[2.29 µM]
N#Cc1c(-c2ccco2)cc(-c2ccc(F)cc2)nc1N	-21	-8	-24%	-28%
COc1ccc(-n2cnnc2SC(C)C(=O)Nc2cccc([N+](=O)[O-])c2)cc1 (configuration not stated)	26	-11	-3%	.
FC(F)(F)c1cc(C(F)(F)F)c2ccc(N/N=C/c3ccccc3)nc2n1	110	0	2%	-22%
COc1cccc(C(=O)Nc2cnc(NC(=O)c3ccco3)cc2C)c1	-17	-5	-2%	2%
O=C(c1cccs1)N1CCN(c2ccc(F)cc2)CC1	-21	1	12%	-6%
CN(C1CCCCC1)S(=O)(=O)c1ccc(NC(=O)C2CCCCC2)cc1	-10	-8	-7%	-5%
O=C(N/N=C/c1ccc(-c2ccccc2C(=O)O)o1)c1cccs1	?	7	-5%	.
Cc1ccc(C(=O)O)cc1S(=O)(=O)N1CCSCC1	-24	-14	-5%	-1%
CCCCNc1nc(C)nc2c1nc(-c1ccccc1)n2C1CCN(Cc2ccccc2)C1 (configuration not stated)	.	.	-9%	54%[activator]
CCOC(=O)c1c(C)c(C(=O)NCc2ccc3c(c2)OCO3)c(C)n1C	20	2	-5%	1%
CCOC(=O)CSc1nc2c(sc(=S)n2CCc2ccccc2)c(=O)n1Cc1ccco1	6	2	-18%	?
O=S(=O)(NCc1ccccn1)c1ccc2c(c1)OCCO2	1	1	6%	1%[2.29 µM]
COc1ccc(-c2cc(C(F)F)n3ncc(C(=O)NCC4CCCO4)c3n2)cc1 (configuration not stated)	?	?	-4%	-3%
O=C(/C=C/c1ccco1)Nc1ccc(Oc2ccc(Cl)cc2)cc1	80	2	-15%	-8%
COCC(=O)N1CCC2(CC1)CCN(c1cccc(-c3ccccc3)c1)CC2	.	.	-1%	-1%
O=C(Cc1cccs1)Nc1cccc(C(=O)Nc2ccco2)c1	4	8	1%	3%[2.29 µM]
CCCn1c(N2CCOCC2)nc2c1c(=O)[nH]c(=O)n2C	26	6	5%	1%
Cc1cccc(Cn2c(N3CCc4ccccc4C3)nc3c2c(=O)[nH]c(=O)n3C)c1	-12	?	-1%	-6%
CN(C)S(=O)(=O)c1ccc(NC(=O)N2CCN(c3ccccc3Cl)CC2)cc1	?	2[1.84 µM]	-4%	-9%[11.4 µM]
Clc1ccc(C2CC(c3ccco3)n3ncnc3N2)cc1Cl (configuration not stated)	0	18	-5%	.
CCn1c(=O)c(=O)n(CC)c2cc(S(=O)(=O)N3CCc4ccccc43)ccc21	-19	11	-7%	6%
CC(C)C[C@H]1C(=O)N2CCC[C@H]2[C@]2(O)O[C@](NC(=O)[C@@H]3C=C4c5cccc6[nH]c(Br)c(c56)CC4N(C)C3)(C(C)C)C(=O)N12 (some centres not stated)	28	.	-11%	.
CCC/C=C(\CCC)C(NS(=O)(=O)c1ccc(C(F)(F)F)cc1)c1ccccc1 (configuration not stated)	-10	.	-1%&-4%	-4%
COc1cc(NC2c3ccccc3C(=O)N2c2cc(C)ccn2)cc(OC)c1OC (configuration not stated)	-3	-1	6%	-4%
COc1ccc(OC)c(C2N(c3ccccn3)C(=O)C3CCCN32)c1 (configuration not stated)	1	2	-3%	-6%
CC(C)C(NS(=O)(=O)c1cccc2nsnc12)C(=O)Nc1nc2ccc(Cl)cc2s1 (configuration not stated)	4	-2	-1%	1%
CS(=O)(=O)Nc1cccc2cccnc12	38	0	2%	34%[activator]
Cc1nc(OCC(=O)c2ccc(Cl)cc2)c(C#N)c2c1COC(C)(C)C2	1	4	0%	1%

Reformatted in CSV form: entries from further up.
molecule,PNC assembly inh,IMPase inh,ALOX12 inhib,ALOX15B inhib
Clc1ccc(C2CC(c3ccco3)n3ncnc3N2)cc1Cl (configuration not stated),0,18,-5%,.
CCn1c(=O)c(=O)n(CC)c2cc(S(=O)(=O)N3CCc4ccccc43)ccc21,-19,11,-7%,6%

Bioassay records deposited in PubChem BioAssay by National Center for Advancing Translational Sciences (NCATS).
